# High-throughput results (PubChem BioAssay)
# TbREL1 inh = TbREL1 inhibition, primary screen; P86926; TbREL1 RNA ligation, FRET fluorescence; inhibition, % at 9.66 µM; 89,000 compounds, 0.49% hits; AID 1117264;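 active = inhibition above the mean inhibition across all screened compounds plus 3 SD, cut at about 11% in these data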;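 note: 0% = plate median of test wells and 100% = NSC42067 control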
# Target sequence (P86926 whole entry, looked up): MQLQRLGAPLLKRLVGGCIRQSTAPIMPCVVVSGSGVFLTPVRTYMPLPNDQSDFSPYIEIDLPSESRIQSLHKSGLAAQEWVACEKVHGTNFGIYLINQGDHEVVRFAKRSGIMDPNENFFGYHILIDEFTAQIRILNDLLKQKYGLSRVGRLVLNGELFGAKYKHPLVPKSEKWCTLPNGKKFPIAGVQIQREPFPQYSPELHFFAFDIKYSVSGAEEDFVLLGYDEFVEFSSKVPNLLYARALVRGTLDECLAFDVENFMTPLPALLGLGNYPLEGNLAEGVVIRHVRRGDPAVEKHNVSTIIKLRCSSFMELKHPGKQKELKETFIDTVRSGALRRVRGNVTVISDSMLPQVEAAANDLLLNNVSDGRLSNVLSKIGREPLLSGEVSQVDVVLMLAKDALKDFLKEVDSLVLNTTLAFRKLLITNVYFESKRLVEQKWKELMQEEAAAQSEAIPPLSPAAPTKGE
# Starred values were filed as active, the others as inactive. Only part of the results is shown (hit frequency here may not be typical).
SMILES,TbREL1 inh
Cc1cccc2cc(C#N)c(SCC(=O)NCC3CCCO3)nc12 (stereo unspecified),0
CCCCn1c(/N=C/c2cc(OC)ccc2O)nc2ccccc21,-1
CCOC(=O)c1c(CN2CCCCC2)oc2ccc(O)cc12,2
Cc1noc(C)c1COC(=O)CNC(=O)c1ccc(Cl)cc1,0
CCCC(C(=O)Nc1ccc(S(=O)(=O)N2CCCC2)cc1)c1ccccc1 (stereo unspecified),1
CCn1nc(C)c(NC(=O)CCSc2nc(-c3ccco3)cc(C(F)(F)F)n2)c1C,-1
Cc1nc(-c2nc(-c3c(C(=O)NNC(=O)c4ccc(Cl)cc4)noc3C)cs2)cs1,2
COc1ccc(OC)c(NC(=O)c2nnn(Cc3ccccc3C)c2N)c1,-2
Cc1ccccc1NS(=O)(=O)c1ccc(NS(=O)(=O)c2cccs2)cc1,3
COC(=O)CCc1cccc(CCC(=O)OC)c1,-2
COc1cccc(/C=N/n2c(C)nc3ccccc32)c1OC,-2
Cc1ccc(CC(=O)NCC(O)c2ccccc2)cc1 (stereo unspecified),2
CCCCCNC(=O)C(C)Sc1ccc(Cl)cc1 (stereo unspecified),-1
O=C(CCN1C(=O)C2CCCCC2C1=O)Nc1nc(-c2ccc(F)c(F)c2)cs1 (stereo unspecified),5
CC(=O)c1c(C)[nH]c(C(=O)Nc2ccc3c(c2)OCCO3)c1C,-1
CCOC(=O)CNC(=O)CSc1nnc(-c2cccs2)o1,1
O=C(NNC(=O)c1ccc(Br)o1)c1ccc(NC(=O)c2ccccc2)cc1,1
CS(=O)(=O)N(Cc1ccc(F)cc1)Cc1nc2ccccc2c(=O)[nH]1,0
OC1COCOC1C(O)C1OCOCC1O (stereo unspecified),0
O=C(c1ccc2c3n(nc2c1)-c1ccc(Cl)cc1CO3)N1CCOCC1,3
COc1ccc(NC(=O)Cc2c(F)cccc2Cl)cc1,-1
Cc1cc(C(=O)N2CCC(Cc3ccccc3)CC2)no1,-1
O=C(COc1ccc(F)cc1Br)Nc1ccccc1N1CCCC1,-3
CCOC(=O)c1c(C)[nH]c(C)c1C(=O)COC(=O)Cc1n[nH]c(=O)c2ccccc12,-5
COc1ccccc1-c1ccc(=O)n(CC(=O)Nc2ccc(C(=O)N3CCCC3)cc2)n1,-1
Cc1cc(=O)[nH]c(SCC(=O)Nc2cc(S(=O)(=O)N(C)C)ccc2Cl)n1,2
Fc1ccc(CNc2nc(-c3ccco3)cc(C(F)(F)F)n2)cc1,4
COC(=O)c1ccc(NC(=O)Cn2nc(-c3ccncc3)nc2SCC(=O)Nc2nccs2)cc1,-1
C=CCNC(=O)c1ccc2c(c1)S(=O)(=O)c1ccccc1C2=O,0
Cc1ccc2occ(/C=N/NC(=O)c3ccccc3O)c(=O)c2c1,1
COc1ccc(CN(C(=O)c2cc3ccccc3oc2=O)C2CCS(=O)(=O)C2)cc1OC (stereo unspecified),2
COc1cccc(N2CCN(Cc3nc4ccccc4c(=O)[nH]3)CC2)c1,-4
C=C1C(=O)[C@]23C[C@H]1CC[C@H]2[C@]1(C)[C@@H](OC(C)=O)CC[C@@](C)(C(=O)OC)[C@H]1C[C@@H]3OC(C)=O,-1
COc1ccc2[nH]cc(CCNC(=O)C3CC(=O)N(c4ccc(Cl)cc4)C3)c2c1 (stereo unspecified),-2
COC(=O)CCNS(=O)(=O)c1ccc2ccccc2c1,2
CCOc1cc(C(C(=O)NCC2CCCO2)N(C(=O)Cn2nnc3ccccc32)c2ccccc2OC)ccc1O (stereo unspecified),1
CN(C)C(=O)c1ccc(NC(=O)c2cccc(-n3cnnn3)c2)cc1,-2
CCc1ccccc1NC(=O)N[C@H](C(=O)O)C(C)CC (stereo partly specified),-3
COc1ccc(N2C(=O)/C(=C\c3ccco3)N=C2SCC(=O)NC(C)(C)C)cc1Cl,1
COc1ccc(S(=O)(=O)N(C)CC(=O)N2CCN(C)CC2)cc1Cl,2
CC(=O)Nc1ccc(S(=O)(=O)NNc2cccc(C)c2)cc1,1
N#Cc1nc(-c2ccc(Cl)cc2)oc1NCC1CCCO1 (stereo unspecified),4
CCOC(=O)N1CCN(C(=O)CN(c2ccc(OCc3ccccc3)cc2)S(C)(=O)=O)CC1,-5
Cc1ccc(-c2cn3cccnc3n2)cc1NC(=O)c1ccc(Br)o1,1
COc1ccc(C2c3c(n[nH]c3C)CC(C)(O)C2C(C)=O)cc1OC (stereo unspecified),1
Oc1ccc(CNc2cccc(F)c2)c2cccnc12,11
CCCCSc1oc(-c2ccco2)nc1S(=O)(=O)c1ccccc1,1
O=c1c(Sc2ccccc2)c(C(F)(F)F)[nH]n1-c1ccccc1,-4
O=C(NCc1ccccc1)C1CCC(CNc2c(N3CCCCC3)c(=O)c2=O)CC1 (stereo unspecified),-1
CC1(C)CC(=O)c2c(oc3cc(O)c(O)cc23)C1,0
Cc1ccc(S(=O)(=O)Nc2ccc(N3CCOCC3)cc2)cc1C,-5
CSc1ccccc1OCc1cc(C(=O)N(C)C(C)c2ccccn2)no1 (stereo unspecified),-3
O=S(=O)(O)c1nc2ccccc2n1Cc1ccc(Cl)cc1,5
Cc1ccc(CNC(=O)CCC2CCCN(C(=O)c3ccc4c(c3)OCO4)C2)o1 (stereo unspecified),8
CCN(CC)C(=O)N1CCN(C(=O)N2CCOCC2)CC1,2
Cc1ccc(CNC(=O)C2CC(c3ccccc3[N+](=O)[O-])=NO2)o1 (stereo unspecified),0
COc1cccc(N2CCN(C(=O)c3cc(-c4ccccc4)nc4c3cnn4C(C)C)CC2)c1,-2
Cc1ccc(-c2nnc(SCC(C)C)n2C)cc1,-3
COc1cc(C2NC(=S)NC(c3ccccc3)=C2C(C)=O)ccc1O (stereo unspecified),1
CC(C)(C)n1nnnc1C(CCc1ccccc1)N1CCN(C/C=C/c2ccccc2)CC1 (stereo unspecified),-1

# A different layout for part of the listing above:
Molecule	TbREL1 inh
Oc1ccc(CNc2cccc(F)c2)c2cccnc12	11
CCCCSc1oc(-c2ccco2)nc1S(=O)(=O)c1ccccc1	1
O=c1c(Sc2ccccc2)c(C(F)(F)F)[nH]n1-c1ccccc1	-4
O=C(NCc1ccccc1)C1CCC(CNc2c(N3CCCCC3)c(=O)c2=O)CC1 (stereo unspecified)	-1

# Next entries
SMILES,TbREL1 inh
O=C(CC12CC3CC(CC(C3)C1)C2)NCCN1CCOCC1,0
CCOCCCN1C(=O)CN(C2CCCCC2)C(=O)C1c1ccc(OCC)c(OC)c1 (stereo unspecified),-4
CNC[C@H]1Oc2ccc(NC(=O)C3CCCCC3)cc2CC(=O)N([C@H](C)CO)C[C@@H]1C,4
CC(NC(=O)COC(=O)c1cc(NS(=O)(=O)c2ccc(Cl)c([N+](=O)[O-])c2)ccc1O)C1CC2CCC1C2 (stereo unspecified),-3
CCn1c(SCC(=O)O)nc2ccccc21,3
Cn1c(=O)c(=O)n(C)c2cc(S(=O)(=O)N3CCN(c4ccc(F)cc4)CC3)ccc21,1
O=C(NCC(=O)N1CCCC(C(F)(F)F)C1)c1ccc(Oc2ccccc2)cc1 (stereo unspecified),0
CCOC(=O)C1CCN(C(=O)COc2ccc(S(=O)(=O)NC(C)(C)C)cc2)CC1,2
Cc1ccc(NS(=O)(=O)c2ccc(C(=O)N3CCCCCC3)cc2)cc1,2
CC1(C(=O)NS(=O)(=O)c2ccc(Br)cc2)CCN1C(=O)CCc1cccs1 (stereo unspecified),4
O=C(CSc1nnc(Cc2cc(=O)[nH]c(=O)[nH]2)n1-c1ccccc1)N1CCCCC1,-2
CCOC(=O)[C@@H]1[C@H]2COc3ccc(Br)cc3[C@@H]2N2C(=O)N(c3ccccc3)C(=O)[C@@]12C,3
Cc1ccccc1N1CCN(C2CCCN(C(=O)CCn3cnnn3)C2)CC1 (stereo unspecified),-4
CCn1c(=O)n(CC(=O)N2CCOCC2)c(=O)c2ccccc21,-3
CC12CC(NC(=O)N1c1cccc(C(=O)NCc3ccccc3)c1)c1ccccc1O2 (stereo unspecified),-1

# 5 records drawn at random from the list so far:
SMILES,TbREL1 inh
C=C1C(=O)[C@]23C[C@H]1CC[C@H]2[C@]1(C)[C@@H](OC(C)=O)CC[C@@](C)(C(=O)OC)[C@H]1C[C@@H]3OC(C)=O,-1
CCN(CC)C(=O)N1CCN(C(=O)N2CCOCC2)CC1,2
O=C(CCN1C(=O)C2CCCCC2C1=O)Nc1nc(-c2ccc(F)c(F)c2)cs1 (stereo unspecified),5
Cc1ccc(S(=O)(=O)Nc2ccc(N3CCOCC3)cc2)cc1C,-5
CCOC(=O)c1c(CN2CCCCC2)oc2ccc(O)cc12,2

# Other results follow:
SMILES,TbREL1 inh
Cc1ccc(-c2cc(C(=O)NCc3ccco3)c3ccccc3n2)s1,6
CCOc1ccc2oc(C(=O)N3CCCN(C)CC3)c(C)c2c1,0
CN(C(=O)[C@@H](C1CC1)[C@@H](O)c1ccc2ccccc2c1)c1ccccc1,-6
O=C(CCC1CCCN(C(=O)C2(c3ccccc3)CC2)C1)N1CCN(c2ccccn2)CC1 (stereo unspecified),0
Cc1nc2ccc3nc(NC(=O)c4ccc(S(=O)(=O)N5CCOCC5)cc4)sc3c2s1,6
COc1cccc(-c2cc(C(=O)NCc3cccs3)no2)c1,-1
COc1ccc(NC(=O)C(c2ccc(OC)cc2)N(C)C(=O)CC2NC(=O)NC2=O)cc1 (stereo unspecified),-2
COc1ccccc1C(=O)N/N=C(\C)CC(=O)Nc1ccccc1NC(C)=O,4
O=C1c2ccccc2C(=O)N1CCc1nc(-c2ccc(Cl)cc2)no1,-2
CCOC(CCNC(=O)c1cn(-c2cccc(C)n2)cn1)OCC,2
CCOc1ccc(C(C)=O)cc1CN1c2ccc(S(N)(=O)=O)cc2CC1C (stereo unspecified),-3
O=C(O)c1cc(/C=C/c2ccc(N3CCOCC3)c([N+](=O)[O-])c2)nc2ccccc12,0
O=C(N/C(=C\c1ccc(-c2ccccc2)o1)C(=O)N1CCOCC1)c1ccccc1,-1
O=C1CN(C(=O)C2CCC(=O)N(CCc3ccc(Cl)cc3)C2)CCN1 (stereo unspecified),0
COc1cnc(SCc2ccc(Cl)cc2)nc1Cl,1
Cc1ccccc1CS(=O)(=O)Cc1ccc(C(=O)Nc2ccc(F)cc2F)o1,6
COc1ccc(NC(=O)NCCCN2CCN(c3ccc(F)cc3)CC2)cc1OC,-5
CCOC(=O)C1(C)CCN1C(=O)COc1ccccc1 (stereo unspecified),-5
CCCCN(C)C(=O)c1sc(=O)n(Cc2cc(Cl)ccc2OC)c1C,0
Brc1cccc(-c2nnc3n2CCCCC3)c1,1
O=C(c1cccc(C(F)(F)F)c1)N1CCC(=O)N(C(CO)Cc2ccccc2)CC1 (stereo unspecified),-1
CCOc1cccc(CNn2cnnc2)c1OCc1ccccc1,1
COc1cc(CC(=O)OCC(=O)Nc2ccc3c(c2)OCO3)cc(OC)c1OC,-1
Cc1nn(C(C)c2n[nH]c(=S)n2-c2ccc(F)cc2)c(C)c1[N+](=O)[O-] (stereo unspecified),-4
N#Cc1ccc(OCC(=O)Nc2ccc(S(=O)(=O)N3CCOCC3)cc2)cc1,0
CC(=C/C(=O)O)/C(=C/c1ccccc1)C(=O)O,7
O=C(Cn1c(-c2cncs2)nc2ccccc21)N1CCCCC1,2
CN(/N=C/c1ccccc1Cl)c1ncc(Cl)cc1C(F)(F)F,1
CCN(C(=O)COC(=O)CC1CCCCC1)c1c(N)n(Cc2ccccc2)c(=O)[nH]c1=O,1
CCOc1ccc(NS(=O)(=O)c2ccc(C(=O)N3CCCC(C)C3)cc2)cc1 (stereo unspecified),2

# Rewritten with bars between the fields: four of the compounds above
Molecule | TbREL1 inh
Brc1cccc(-c2nnc3n2CCCCC3)c1 | 1
CN(/N=C/c1ccccc1Cl)c1ncc(Cl)cc1C(F)(F)F | 1
COc1cc(CC(=O)OCC(=O)Nc2ccc3c(c2)OCO3)cc(OC)c1OC | -1
CCN(C(=O)COC(=O)CC1CCCCC1)c1c(N)n(Cc2ccccc2)c(=O)[nH]c1=O | 1

# Continued:
SMILES,TbREL1 inh
O=C(Cc1cccc(NC(=O)C2CCCN(C(=O)c3ccccc3)C2)c1)Nc1ccc(C(=O)N2CCCCC2)cc1 (stereo unspecified),-1
CCCc1nn2c(=O)c(C(c3ccc(C)cc3)c3c(O)nc4sc(CCC)nn4c3=O)c(O)nc2s1,-3
Cc1ccc(CNC(=O)C(NS(=O)(=O)c2ccc3nc(C)sc3c2)C(C)C)cc1 (stereo unspecified),-2
O=S(=O)(NCC1CCCO1)c1ccc2c(c1)OCCO2 (stereo unspecified),-2
CN(CCN1CCOCC1)Cc1nc(-c2ccc(Cl)cc2)no1,-1
CCN(CC)CCn1c(=S)[nH]c2ncccc2c1=O,-3
CC1(C(=O)O)CCC(C(=O)Nc2ccc(Cl)c(Cl)c2)C1(C)C (stereo unspecified),-3
CC(=O)c1c(C)nc2ccc(Br)cc2c1C(=O)O,1
CN(C(=O)c1ccc(NC(=O)C2CCCN(C(=O)OC(C)(C)C)C2)cc1)C1CCCC1 (stereo unspecified),-2
O=C(CCCSc1ccccc1)Nc1ccc(Cl)c(S(=O)(=O)N2CCOCC2)c1,0
CCNC(=S)NNC(=O)c1cccn(Cc2ccc(Cl)cc2Cl)c1=O,-4
COCCCNC(=O)C[C@H]1C[C@@]2(C(=O)OC)C(=C[C@H](C3CCCC3)O[C@@H]2C)N(Cc2ccc(Cl)cc2Cl)C1=O,-1
CCNc1ccc(S(=O)(=O)N(C)C)cc1[N+](=O)[O-],-3
Cc1ccc(Nc2nc(N)c([N+](=O)[O-])c(NCc3ccco3)n2)cc1,6
